Screening results as filed in PubChem BioAssay.
ZTA counter – ZTA (EBV) inhibition in EBNA-1 counter-screen | P03206 | ZTA-DNA binding, fluorescence polarization | inhibition, % at 11 µM | 0.15% of 320,000 active | AID 2234; in the data active means inhibition above about 33%
PAFAH1B3 FP inh – blocks human PAF acetylhydrolase 1B catalytic subunit 3 | Q15102 | recombinant PAFAH1B3, FP-rhodamine probe, fluorescence polarization | inhibition, % at 3.39 µM | 0.28% of 340,000 active;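 active means inhibition above the screen-wide average of all tested compounds plus 3 SD, cut at about 25% in these data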;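 further: 0% = enzyme with DMSO only and 100% = wells lacking PAFAH1B3 protein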
PAD4 inh – inhibitors of human PAD4; recombinant PAD4, RCA probe fluorescence polarization; inhibition, % at 6.36 µM; Q9UM07; 0.41% of 330,000 active;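 active means percent inhibition above a cutoff equal to the mean of all tested compounds plus 3 SD, cut at about 15% in these data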;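 further: 0% = PAD4 with RCA probe and DMSO and 100% = probe without PAD4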
Target sequence (Q9UM07 whole entry, looked up): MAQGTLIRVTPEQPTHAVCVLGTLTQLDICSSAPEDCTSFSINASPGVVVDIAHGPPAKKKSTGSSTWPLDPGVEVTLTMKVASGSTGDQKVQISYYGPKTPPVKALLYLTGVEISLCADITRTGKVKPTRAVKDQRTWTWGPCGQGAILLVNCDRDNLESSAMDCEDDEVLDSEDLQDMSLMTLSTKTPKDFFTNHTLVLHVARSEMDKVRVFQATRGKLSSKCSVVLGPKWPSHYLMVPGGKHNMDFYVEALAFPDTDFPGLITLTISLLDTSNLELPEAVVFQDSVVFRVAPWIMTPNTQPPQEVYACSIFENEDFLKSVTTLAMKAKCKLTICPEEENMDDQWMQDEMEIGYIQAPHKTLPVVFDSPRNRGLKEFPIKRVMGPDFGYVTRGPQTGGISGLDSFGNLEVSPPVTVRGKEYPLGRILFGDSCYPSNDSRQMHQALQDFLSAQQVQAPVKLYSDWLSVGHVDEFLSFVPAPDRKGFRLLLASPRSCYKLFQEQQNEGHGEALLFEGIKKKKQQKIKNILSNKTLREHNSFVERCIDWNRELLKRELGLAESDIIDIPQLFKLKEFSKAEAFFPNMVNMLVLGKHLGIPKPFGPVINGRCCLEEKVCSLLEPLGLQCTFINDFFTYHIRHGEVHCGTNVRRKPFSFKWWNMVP
LYPLA1 counter – counter-screen for PME1 inhibitors: inhibitors of human LYPLA1; inhibition, % at 5.9 µM; 0.16% of 320,000 active; recombinant LYPLA1, FP-Rh probe fluorescence polarization; AID 2174; O75608;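 active means inhibition above the mean of all tested compounds plus 3 SD, set per campaign, cut at about 14% in these data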;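 further: inhibitors block serine hydrolase probe labeling of LYPLA1 so polarization falls; 0% = enzyme with DMSO and 100% = wells lacking LYPLA1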
PREPL inhibitor – human PREPL enzyme inhibition; inhibition, % at 5.96 µM; recombinant PREPL, fluorescence polarization activity-based probe; Q4J6C6; 0.68% of 320,000 active; AID 2751; in the data active means inhibition above about 43%;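 further: 0% = enzyme with DMSO and 100% = wells lacking enzyme; many of its hits are not listed in these tables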
PAFAH2 inh – PAFAH2 (human) inhibition. recombinant PAFAH2, FP-rhodamine activity probe, fluorescence polarization. inhibition, % at 3.39 µM. 0.99% of 340,000 active;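 active means inhibition above the mean over all tested compounds plus 3 SD, cut at about 30% in these data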;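 further: inhibitors block probe labeling of enzyme so polarization drops; 0% = enzyme with DMSO and 100% = wells lacking PAFAH2 protein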
GSTO1 counter – counter-screen for RBBP9 inhibitors: inhibitors of human GSTO1 | 1.1% of 300,000 active | inhibition, % at 5.96 µM | recombinant GSTO1, activity-based probe fluorescence polarization;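 active means inhibition above the campaign mean inhibition plus 3 SD, cut at about 35% in these data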;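 further: 0% = GSTO1-1 with DMSO and 100% = wells lacking GSTO1-1 enzyme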
EBNA-1 inhibitor – blocks EBNA-1 binding to DNA; EBNA-1 DNA binding, fluorescence polarization; inhibition, % at 14.8 µM; 0.34% of 300,000 active; AID 1950; in the data active means inhibition above about 28%
LYPLA2 inh – LYPLA2 (human) inhibition in PME1 counter-screen; AID 2177; 0.38% of 320,000 active; recombinant LYPLA2, FP-Rh probe fluorescence polarization; inhibition, % at 5.9 µM;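 active means inhibition above the screen-wide mean plus 3 SD, limit set per campaign, cut at about 26% in these data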;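 further: 0% = LYPLA2 with DMSO and 100% = wells lacking LYPLA2 enzyme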
Target sequence (O95372 whole entry, looked up): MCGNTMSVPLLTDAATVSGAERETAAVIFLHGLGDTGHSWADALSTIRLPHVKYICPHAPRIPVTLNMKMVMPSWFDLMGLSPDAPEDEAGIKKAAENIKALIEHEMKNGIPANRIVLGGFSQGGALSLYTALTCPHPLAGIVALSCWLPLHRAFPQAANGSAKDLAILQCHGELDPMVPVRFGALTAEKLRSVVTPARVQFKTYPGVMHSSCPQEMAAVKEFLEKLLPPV
An asterisk follows results filed as active; nt = not tested or not shown; & = joins results of further samples. Some of the compounds tested; rates above refer to the full screens.

SMILES | ZTA counter | PAFAH1B3 FP inh | PAD4 inh | LYPLA1 counter | PREPL inhibitor | PAFAH2 inh | GSTO1 counter | EBNA-1 inhibitor | LYPLA2 inh
CN1CCN(CCCN2c3ccccc3Sc3ccc(C(F)(F)F)cc32)CC1 | -4 | 9&-2&4 | -3 | 4 | 27 | -1&-1&-2 | 2 | -6 | 12
Cc1ccc(C(c2c(C)[nH][nH]c2=O)c2c(C)[nH][nH]c2=O)cc1[N+](=O)[O-] | 2 | 5 | -18 | 0 | 0 | -1 | 10 | 14 | 4
CCN(c1ccccc1)S(=O)(=O)c1ccc(OC)c(NC(=O)Cc2ccc(OC)c(OC)c2)c1 | 1 | 1 | -4 | -1 | -7 | 1 | nt | nt | -1
Cc1ccc2oc(=O)c3cc(C(=O)NCCN4CCc5ccccc5C4)sc3c2c1 | 2 | 5 | 0 | 2 | 1 | -4 | 10 | -12 | 5
CCOc1ccc(CNC(=O)C2CCN(S(=O)(=O)N3CCCC3)CC2)cc1OC | 1 | 5 | -2 | -1 | 0 | -2 | 8 | -8 | -6
COC(=O)c1ccccc1OCc1cccc(C)n1 | -11 | 1 | -2 | 2 | 0 | -3 | 2 | -17 | 5
Cc1cc(C)nc(NS(=O)(=O)c2ccc(NC(=O)CSc3nc4ccccc4[nH]3)cc2)n1 | -24 | 9 | 1 | -1 | -2 | -7 | 24 | 0 | -4
O=C1Oc2ccccc2C(=O)/C1=C\N1CCN(c2ccccc2)CC1 | -7 | -2 | -7 | 6 | 16 | -5 | -2 | -7 | 10
O=C(NCCc1ccccc1)C1(S(=O)(=O)c2ccc(Cl)cc2)CC1 | 14 | 8 | 2 | -3 | -41 | 5 | -2 | -3 | 4
CC(=O)Nc1ccc(-c2ccc(NC(C)=O)c(O)c2)cc1O | 4 | 6 | -9 | -3 | 7 | -12 | 12 | 5 | 1
CN(Cc1ccccc1)c1nc2c(c(=O)n(C)c(=O)n2C)n1CCSc1ncccn1 | 13 | 5 | 3 | -2 | 17 | 1 | 4 | 2 | -1
O=C(Nc1ccc(N2CCN(C(=O)c3ccccc3)CC2)cc1)c1ccc2c(c1)OCCO2 | -3 | 10 | -4 | -4 | 19 | 1 | -12 | -7 | -1
C#CCOCCOCCOCCNc1nc(N2CCN(C(=O)CCCCCCCCCCNC(=O)[C@H]([C@@H](C)CC)n3cc(CCCCN=C(N)N)nn3)CC2)nc(N2CCN(C(=O)CCCCCCCCCCNC(=O)[C@H]([C@@H](C)CC)n3cc(CCCCN=C(N)N)nn3)CC2)n1 | 147* | nt | -25 | -2 | 68* | nt | -5 | -2 | 33*
CC1CCC(C(C)C)C(OC(=O)CSc2nccc(=O)[nH]2)C1 (stereo not drawn) | -20 | 6 | -3 | 0 | 14 | 4 | 12 | -6 | -3
Cc1ccc(NC(=O)c2ccc(S(=O)(=O)N3CCCCCC3)cc2)nc1 | -3 | 2 | 0 | 2 | 8 | -4 | 6 | -4 | 10
Fc1cccc(Cl)c1COc1ccc(-c2nnco2)cc1 | 2 | -1 | -2 | -2 | 21 | -2 | 0 | -13 | 2
CC(C)c1ccc(NC(=O)N2CCOCC2)cc1 | -2 | 11 | -3 | -1 | 11 | 1 | -1 | -3 | 4
CC1=CC2=NC(=O)/C(=C/c3coc4ccc(Cl)cc4c3=O)C(=N)N2O1 | 1 | 4 | -9 | -3 | 5 | 6 | -2 | -7 | -2
COc1ccccc1NS(=O)(=O)c1ccc(Cl)c(NC(=O)C(C)N2C(=O)c3ccccc3C2=O)c1 (stereo not drawn) | 11 | 10 | -7 | -4 | -3 | 0 | 6 | 8 | 1
COc1cccc(NC(=O)COc2ccc(N3CC(C(=O)NCC(C)C)CC3=O)cc2)c1 (stereo not drawn) | 6 | 6 | -2 | -5 | 0 | 0 | 0 | -15 | 7
Cn1c(=O)c2c(nc(Oc3ccc4c(c3)OCO4)n2Cc2ccc(F)cc2)n(C)c1=O | -3 | 7 | 1 | -1 | -2 | 1 | 4 | 0 | 3
OCCn1c(SCCOc2ccccc2)nc2ccccc21 | 4 | 10 | 2 | 1 | 5 | 3 | -3 | 8 | 3
CCCn1c(N)c(N(CCOC)C(=O)c2ccc(F)cc2F)c(=O)[nH]c1=O | -15 | -1 | 4 | 1 | 9 | -10 | 12 | 0 | -3
Cc1cc(-c2nc(C)c(-c3nnc(SCC(=O)Nc4ccc(Cl)cc4)n3C)s2)no1 | -9 | nt | 0 | 0 | -11 | nt | -11 | -8 | 1
COc1ccc(C2C3(C#N)C(N)=NC(OC)(OC)C23C#N)cc1 (stereo not drawn) | 1 | 8 | -1 | 2 | -1 | 2 | 9 | 5 | -1

Overlap with the part before: 5 compounds; new compounds follow.
SMILES | ZTA counter | PAFAH1B3 FP inh | PAD4 inh | LYPLA1 counter | PREPL inhibitor | PAFAH2 inh | GSTO1 counter | EBNA-1 inhibitor | LYPLA2 inh
Cn1c(=O)c2c(nc(Oc3ccc4c(c3)OCO4)n2Cc2ccc(F)cc2)n(C)c1=O | -3 | 7 | 1 | -1 | -2 | 1 | 4 | 0 | 3
OCCn1c(SCCOc2ccccc2)nc2ccccc21 | 4 | 10 | 2 | 1 | 5 | 3 | -3 | 8 | 3
CCCn1c(N)c(N(CCOC)C(=O)c2ccc(F)cc2F)c(=O)[nH]c1=O | -15 | -1 | 4 | 1 | 9 | -10 | 12 | 0 | -3
Cc1cc(-c2nc(C)c(-c3nnc(SCC(=O)Nc4ccc(Cl)cc4)n3C)s2)no1 | -9 | nt | 0 | 0 | -11 | nt | -11 | -8 | 1
COc1ccc(C2C3(C#N)C(N)=NC(OC)(OC)C23C#N)cc1 (stereo not drawn) | 1 | 8 | -1 | 2 | -1 | 2 | 9 | 5 | -1
O=C(O)c1cccc(OCCN2CCCC2=O)c1 | 2 | -5 | -2 | -2 | -2 | 7 | 3 | 1 | 0
Cc1ccc(CCSCC(=O)O)cn1 | -10 | 6 | -3 | 0 | 19 | 6 | -8 | -8 | 1
CCc1nc(Nc2ccc(N3CCN(C(C)=O)CC3)cc2)c2oc3ccccc3c2n1 | -3 | -2 | -2 | 9 | 20 | 6 | 5 | 8 | 8
O=C(CCc1ccc(S(=O)(=O)N2CCOCC2)cc1)Nc1ccc(F)c(F)c1F | nt | 1 | 2 | nt | -3 | 8 | nt | nt | nt
CN1CCN(C2CCN(Cc3ccc(O)c4ncccc34)CC2)CC1 | 17 | 10 | 0 | 5 | 3 | 2 | nt | nt | 1
CNC(=O)NC(=O)C(C)OC(=O)c1oc2ccccc2c1CSc1ccc(Cl)cc1 (stereo not drawn) | -9 | 0 | 0 | -2 | 0 | -9 | -7 | -7 | -4
CCc1cccc(C)c1NC(=O)CN(C)C1=NS(=O)(=O)c2ccccc21 | -23 | -4 | -3 | 0 | 7 | 2 | nt | nt | -2
CCOc1ccc(CCNC(=O)CCn2ccc3cc(S(=O)(=O)N4CCCC4)ccc32)cc1 | 4 | 3 | 3 | -2 | 1 | 8 | 3 | 7 | 3
O=C(O)CCc1nc2ccccc2n(CCc2ccccc2)c1=O | 21 | -7 | -4 | -5 | -8 | -9 | -4 | -7 | -13
COc1ccc(OCC(O)CN2CCOCC2)cc1 (stereo not drawn) | -9 | 1 | -3 | -5 | 2 | 6 | -3 | 3 | 5
Cc1ccc(NNC(=O)C(=O)N2CCCCC2)cc1 | -9 | 3 | -2 | -1 | -10 | -1 | 2 | -4 | -3
CCN(CC)CCC(c1cc(OC)c(OC)c(OC)c1)c1c(OC)cc(OC)c2c(-c3ccccc3)cc(=O)oc12 (stereo not drawn) | 1 | 6 | 4 | -3 | -14 | -2 | -3 | 3 | -2
COc1cccc(C(c2sc3nc(C)nn3c2O)N2CCc3ccccc3C2)c1 (stereo not drawn) | 8 | -1 | 2 | -1 | 2 | -1 | 4 | 2 | 3
CC(=O)c1ccc(S(=O)(=O)N2CCN(C(=O)CSc3ccc(F)cc3)CC2)cc1 | -11 | 6 | 4 | -3 | 11 | 3 | 5 | -1 | -5
CSc1ccccc1OCc1cc(C(=O)NCCn2nc(C)cc2C)no1 | 0 | -3 | 2 | 0 | 5 | -1 | -1 | -2 | 1
CCOC(=O)c1c(C)[nH]c(C(=O)N(C)Cc2cccc(OC)c2OC)c1C | -8 | 8 | 0 | 4 | -9 | -4 | 4 | -8 | -8
c1ccc(-c2oc3ncnc(NCCN4CCOCC4)c3c2-c2ccccc2)cc1 | 22 | 1 | -2 | -3 | -6 | -7 | 16 | 5 | -9
CC(Oc1ccc(Cl)cc1)/C(N)=N/O (stereo not drawn) | 3 | 3 | -1 | 1 | -7 | -6 | 11 | 4 | 3
CC(C)(C)CC(=O)Nc1cc(S(=O)(=O)N2CCOCC2)ccc1N1CCCC1 | -3 | 4 | 0 | -1 | -13 | 3 | 5 | -17 | 4
Cc1ccc2nc(Cl)c(/C=N/Nc3ccc(C(=O)O)cc3)cc2c1 | 21 | 10 | 4 | 1 | 11 | -4 | 9 | 5 | 5
CCCCn1c(-c2cccc(Br)c2)nc2cc3[nH]c(=O)c(C(C)C)nc3cc21 | -8 | 13 | -14 | -6 | 29 | 6 | 9 | -7 | -9
CCOc1ccc(Cl)cc1/C=N/NC(N)=O | 1 | 8 | -3 | 0 | -3 | 1 | 1 | -18 | -1
COc1ccc(Cl)cc1NC(=O)NCC1CCN(Cc2ccccc2F)CC1 | 3 | 4 | 4 | 0 | -2 | -1 | -2 | 11 | -3
Cc1ccc(OCC(=O)N2CC3(C)CC2CC(C)(C)C3)cc1 (stereo not drawn) | 4 | 7 | 0 | -5 | 7 | 18 | 3 | -5 | -6
NC(=O)NOCc1ccccc1F | 10 | nt | -5 | -1 | -6 | nt | 0 | -4 | -3
CCCOc1ccc(C2C(C(=O)c3ccc(C)o3)=C(O)C(=O)N2Cc2cccnc2)cc1 (stereo not drawn) | -5 | nt | -1 | 4 | 6 | nt | 0 | -14 | 2
CCC(C)c1ccccc1NC(=O)C(C)Sc1n[nH]c(N)n1 (stereo not drawn) | 1 | 4 | 3 | -2 | 0 | 3 | nt | nt | -1
O=S1(=O)CCC(NC2CCCC2)C1 (stereo not drawn) | 2 | 9 | 3 | -2 | 17 | 0 | -5 | -17 | -6
FC(F)(F)c1nc(Sc2ncccc2C(F)(F)F)n[nH]1 | -1 | -1 | 7 | 4 | 2 | -4 | 5 | 6 | 1
Cn1nc(CC(=O)Nc2ncc(Br)s2)c2ccccc2c1=O | -13 | 1 | 3 | 2 | -3 | -1 | 3 | -11 | 7

Structural class, the entries above with bromine (two)
SMILES | ZTA counter | PAFAH1B3 FP inh | PAD4 inh | LYPLA1 counter | PREPL inhibitor | PAFAH2 inh | GSTO1 counter | EBNA-1 inhibitor | LYPLA2 inh
CCCCn1c(-c2cccc(Br)c2)nc2cc3[nH]c(=O)c(C(C)C)nc3cc21 | -8 | 13 | -14 | -6 | 29 | 6 | 9 | -7 | -9
Cn1nc(CC(=O)Nc2ncc(Br)s2)c2ccccc2c1=O | -13 | 1 | 3 | 2 | -3 | -1 | 3 | -11 | 7
